Source: PubChem
p47phox inh = inhibitors of human p47phox binding; P14598; 0.53% of 220,000 active; p47phox/p22phox peptide binding, fluorescence polarization, 2 h; AID 1274; inhibition, % at 24.7 µM;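 active = inhibition above about 30%, limit read from the data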;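 note: 0% = p47phox with labelled peptide and 100% = labelled peptide alone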
TRPML3 agonist = agonists of human TRPML3 channel | Q8TDD5 | HEK293 TRPML3-YFP, Fluo-8 calcium fluorescence; 100% = the carbachol control signal | activation, % at 3 µM | 0.29% of 220,000 active | AID 1448;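 active = activation above its plate's cutoff, the mean activation of the plate's test wells plus 3 SD, cut at about 12% in these data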;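 note: 0% = DMSO only wells and 100% = carbachol wells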
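Material: TRPML3-YFP stable HEK293 cells | Dosing: One concentration, 3 µM nominal, 0.3% DMSO | Timing: 125 s total fluorescence read per well | Technique: Fluo-8 calcium dye fluorescence, ex 470-495, em 515-575 nm | Measure: Percent activation from peak-to-basal fluorescence ratio, scaled between DMSO and carbachol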
Runt-SMMHC FRET = blocks binding of human RUNX1 Runt domain to CBFb-SMMHC; Q01196+Q13951; Cerulean-Runt/Venus-CBFb-SMMHC FRET ratio 530/480, 1 h; inhibition, % at 20 µM; 0.74% of 220,000 active;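 active = mean inhibition across duplicate retests at 20 µM reaching about 50%, limit read from the data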;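 note: 0% = DMSO wells and 100% = wells with excess untagged CBFb-SMMHC; inhibitors lower the FRET ratio by blocking Runt binding to CBFb-SMMHC; some results filed as inactive read as strong as hits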
CHOP inhibitor = CHOP inhibition in unfolded protein response | AID 2732 | inhibition, % at 10 µM | 3.8% of 220,000 active | CHO-K1 CHOP-promoter luciferase, tunicamycin-induced, 15-18 h;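 active = compounds that reduced the stress-induced luciferase reporter signal by more than about 70% of percent inhibition, limit read from the data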;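 note: 0% = tunicamycin plus vehicle and 100% = wells without tunicamycin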
TNF necrop inh = blocks TNF-alpha induced death of Jurkat FADD-/- cells; AID 463075; 0.068% of 220,000 active; Jurkat FADD-/- TNF necroptosis rescue, ATP luminescence, 24 h; 0 = TNF only, 100 = no-TNF cells; activation (protection from cell death), % at 10 µM;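 active = activation, meaning protection from cell death, of at least 50% relative to plate controls; inactive = activation below 50%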;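 note: necroptosis triggered by 40 ng/mL TNF-alpha added together with compound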
zfTRPN1 agonist = agonists of zebrafish TRPN1 channel; HEK293 zebrafish TRPN1-YFP, Fluo-8 calcium fluorescence; 100% = response to 87 µM carbachol; activation, % at 3 µM; 0.18% of 220,000 active; AID 1424;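 active = activation above its plate's cutoff, the mean activation of test wells on that plate plus 3 SD, cut at about 19% in these data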;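 note: 0% = DMSO alone and 100% = 87 µM carbachol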
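Control set: carbachol 87 µM as high control, DMSO as low control; system: HEK293 stable line with zebrafish TRPN1-YFP; read-out: % activation versus carbachol response; detection: intracellular calcium fluorescence with Fluo-8; doses: single test compound dose, 3 µM nominal, 0.3% DMSO; schedule: dye 1 h 37 °C plus 30 min RT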
EBV gp42 inh = inhibitors of Epstein-Barr virus glycoprotein 42. 0.42% of 220,000 active. Fluorescence polarization binding assay, mP read-out. AID 1085. inhibition, % (tested at 21.74 µM). Q1HVG2; in the data active = inhibition above about 50%
Target sequence (Q1HVG2 whole entry, looked up): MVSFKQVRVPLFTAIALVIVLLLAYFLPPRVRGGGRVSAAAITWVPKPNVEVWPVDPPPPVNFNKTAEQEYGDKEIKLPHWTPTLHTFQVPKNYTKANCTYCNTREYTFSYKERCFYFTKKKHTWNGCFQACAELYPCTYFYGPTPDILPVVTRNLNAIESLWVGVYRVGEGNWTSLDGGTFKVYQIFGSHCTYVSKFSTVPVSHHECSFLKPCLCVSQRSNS
PPC-1+TRAIL kill = compounds killing PPC-1 cancer cells with TRAIL present (potentiator screen, no TRAIL-free arm) | PPC-1 cells + TRAIL, ATPLite viability luminescence | cell killing (% activity), % at 4 µM | 0.41% of 220,000 active;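 active = cell killing above 50% in the first pass at 4 µM, then a duplicate retest at 5 µM averaging 50% or more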;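 note: plate controls were cells with TRAIL plus DMSO for no effect and medium-only wells lacking cells for full effect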
MDM2 E3 inh = blocks human Mdm2 ubiquitin ligase activity. cell-based MDM2 ubiquitination luciferase reporter, 2 h; 0 = plate control, 100 = twice control, blank-subtracted. Q00987. signal enhancement, % at 5 µM. AID 1230. 0.11% of 210,000 active;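 active = signal enhancement of 30% or more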;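 note: luminescence tracks abundance of the self-degrading MDM2-luciferase fusion protein; higher signal means inhibition of MDM2 E3 ligase activity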
Target sequence (Q00987 whole entry, looked up, the tested form may be a part): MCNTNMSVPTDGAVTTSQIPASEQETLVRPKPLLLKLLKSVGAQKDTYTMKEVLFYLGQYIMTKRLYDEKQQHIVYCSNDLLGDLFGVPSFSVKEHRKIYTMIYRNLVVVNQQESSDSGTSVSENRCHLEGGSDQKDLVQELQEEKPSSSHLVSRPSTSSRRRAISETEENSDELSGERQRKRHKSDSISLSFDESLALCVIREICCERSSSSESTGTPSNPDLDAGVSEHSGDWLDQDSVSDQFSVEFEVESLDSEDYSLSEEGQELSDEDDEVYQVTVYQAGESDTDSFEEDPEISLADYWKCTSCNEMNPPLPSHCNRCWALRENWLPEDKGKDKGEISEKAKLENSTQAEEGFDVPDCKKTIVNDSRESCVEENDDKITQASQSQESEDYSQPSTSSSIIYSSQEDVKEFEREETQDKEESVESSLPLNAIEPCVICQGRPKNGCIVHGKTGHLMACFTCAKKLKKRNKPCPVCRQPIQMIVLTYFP
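Material: stable MDM2–luciferase fusion reporter cells / Quantity: 2000 cells/well / Dosing: single 5 µM compound dose, 0.2% final DMSO / Buffer or medium: DMEM / Schedule: 4 h cell settling then 2 h compound exposure, 37 °C / Detection: luminescence with SteadyLite reagent, 15 min at room temperature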
The depositor's hits bear a star; . = no result given.

entry	mol	p47phox inh	TRPML3 agonist	Runt-SMMHC FRET	CHOP inhibitor	TNF necrop inh	zfTRPN1 agonist	EBV gp42 inh	PPC-1+TRAIL kill	MDM2 E3 inh
1	CCCCCCOc1ccc(N2C(=O)CC(N3CCN(CCN=CC4C(=O)CC(C)(C)CC4=O)CC3)C2=O)cc1 (centres undefined)	-3	1.1	-8	71*	0.9	-1.2	5	2	5
2	COc1cc(/C=C2\SC(=S)N(Nc3ncc(C(F)(F)F)cc3Cl)C2=O)ccc1O	-176	13*	-54	5	-9.9	15	-19	8	-11
3	CC(=O)Nc1ccc2c(c1)C(=O)N(C1CCCCC1)C2=O	0	0.2	0	7	-0.6	1.5	11	-2	-27
4	COc1ccc(NC(=S)N2CCN(c3ncccn3)CC2)cc1	-4	1.1	-2	1	0.4	0.6	-13	8	-3
5	COc1cccc(/C=N/NC(=O)c2cc3cc([N+](=O)[O-])ccc3s2)c1O	26	0.7	-17	100*	-9.4	1.4	-11	48	5
6	O=C(NCc1ccccc1)NCC12CC3CC(CC(C3)C1)C2	0	-0.1	3	18	1.0	-1.2	-9	-12	-13
7	CCc1nn(-c2ccccc2)c(=S)c2ccccc12	2	-1.2	1	47	-2.4	-3.4	2	13	-14
8	Cc1cc(C)n(-c2nc3c(c(=O)n(C)c(=O)n3C)n2CCO)n1	-2	0.8	1	7	0.5	-1.8	-12	16	3
9	CCSc1nnc(-c2cc(Br)ccc2NC(C)=O)c(=O)[nH]1	-9	0.6	-2	11	-0.2	0.3	-7	14	5
10	CCc1nnc(NC(=O)CSc2nnc(Cc3ccccc3)n2-c2ccc(OC)cc2)s1	0	0.2	-4	-32	-1.9	0.8	-3	26	-6
11	O=C(CCCn1c(=O)c2sccc2n(CC(=O)NCC2CCCO2)c1=O)NCc1ccco1 (centres undefined)	-12	0.8	-3	15	0.3	1.2	-5	35	-12
12	CCOC(=O)C1C(=O)OC(C)(C)C1C(C)C(=O)c1ccc(OC)cc1 (centres undefined)	-10	0.6	-7	-25	0.8	-0.8	-25	28	1
13	COc1cccc(NC(=O)CN2CCN(S(=O)(=O)c3ccc(F)cc3)CC2)c1	-5	0.9	3	-7	3.4	-0.5	-5	8	-9
14	COC(=O)Nc1ccc(S(=O)(=O)n2cnc3ccccc32)cc1	-11	-0.1	-2	8	-0.2	-0.5	-19	-40	3
15	COCCn1c(=NC(=O)C(C)(C)C)sc2cc([N+](=O)[O-])ccc21	-14	-0.1	-2	68	2.4	2.0	-13	17	.
16	O=C(Cc1c(C(=O)O)[nH]c2ccc(Cl)cc12)Nc1ccc2c(c1)OCCO2	3	-0.3	2	2	-0.9	-0.7	-7	23	-5
17	Cc1ccc(C2(C)NC(=O)N(Cc3c(C)noc3C)C2=O)cc1 (centres undefined)	7	0.2	52	38	-1.3	1.2	-5	6	0
18	COc1cccc(C(C(=O)NC2CCCCC2)N(C(=O)c2cccs2)c2ccc3c(c2)OCO3)c1 (centres undefined)	-8	-0.4	0	2	3.6	-1.1	13	13	-14
19	COc1ccccc1N1CCN(/N=C/c2c(C)nn(-c3ccccc3)c2C)CC1	-9	-1.0	-40	47	-2.5	-0.2	-8	0	-15
20	O=C(Cc1cccc2ccccc12)NCCC1=CCCCC1	-4	-0.2	-2	40	1.2	-1.7	0	2	0
21	CSc1nc2c(cc1C#N)C(=O)CC(C)(C)C2	3	-0.5	2	8	0.3	-1.4	-3	13	-3
22	Cc1ccc(C(=O)NNC(=O)CCC(=O)Nc2cc(C)on2)cc1	0	1.0	3	60	2.5	0.7	-11	3	-17
23	CC1S/C(=N/N=C/c2ccco2)NC1=O (centres undefined)	0	0.0	0	-9	-2.3	-1.0	-26	-7	-14
24	CCN(C(=O)COC(=O)c1cc(-c2ccccc2)nn1-c1ccccc1)C1CCS(=O)(=O)C1 (centres undefined)	0	0.7	0	6	1.5	0.3	8	5	-14
25	CCc1cccc(C)c1N(C(=O)Cn1c(=O)[nH]c2ccccc21)C(C)COC (centres undefined)	-11	0.5	2	18	0.9	0.7	-18	14	-9
26	CCOC(=O)C1CCN(CC(=O)Nc2c(C(=O)OC)[nH]c3cccc(C)c23)CC1	-10	0.5	-1	-24	-5.0	0.5	-10	6	-2
27	CCCCOC(=O)Nc1ccc(S(=O)(=O)Nc2ccc([N+](=O)[O-])cc2)cc1	-9	0.9	-4	-2	1.6	1.0	-9	5	-1
28	CCOC(=O)N1CCC(N2Cc3cccc(C(=O)N4CCN(c5cccc(C)c5C)CC4)c3C2=O)CC1	-6	0.4	0	39	0.0	-0.9	1	0	9
29	CSc1nnc(-c2ccccc2)n1N	-8	0.6	-3	3	1.3	0.2	-3	16	-4
30	COc1cc(OC)c(C2=NOC(C(=O)Nc3cc(C)nn3-c3ccccc3)C2)cc1Cl (centres undefined)	-12	0.7	0	45	0.1	2.0	-5	0	5

Among those listed so far, these have an NH in an aromatic ring:
entry	mol	p47phox inh	TRPML3 agonist	Runt-SMMHC FRET	CHOP inhibitor	TNF necrop inh	zfTRPN1 agonist	EBV gp42 inh	PPC-1+TRAIL kill	MDM2 E3 inh
9	CCSc1nnc(-c2cc(Br)ccc2NC(C)=O)c(=O)[nH]1	-9	0.6	-2	11	-0.2	0.3	-7	14	5
16	O=C(Cc1c(C(=O)O)[nH]c2ccc(Cl)cc12)Nc1ccc2c(c1)OCCO2	3	-0.3	2	2	-0.9	-0.7	-7	23	-5
25	CCc1cccc(C)c1N(C(=O)Cn1c(=O)[nH]c2ccccc21)C(C)COC (centres undefined)	-11	0.5	2	18	0.9	0.7	-18	14	-9
26	CCOC(=O)C1CCN(CC(=O)Nc2c(C(=O)OC)[nH]c3cccc(C)c23)CC1	-10	0.5	-1	-24	-5.0	0.5	-10	6	-2

Along the list, quoted from above.
Entries 8 to 11 in zfTRPN1 agonist, in turn: -1.8, 0.3, 0.8, 1.2

New compounds follow
entry	mol	p47phox inh	TRPML3 agonist	Runt-SMMHC FRET	CHOP inhibitor	TNF necrop inh	zfTRPN1 agonist	EBV gp42 inh	PPC-1+TRAIL kill	MDM2 E3 inh
31	COc1ccc(C2=NNC(c3cccs3)=Nc3ccc(OC)cc32)cc1	4	-0.9	3	8	3.4	-0.9	9	6	-5
32	COc1cccc2cc(C(=O)NNC(=O)c3ccc(Br)cc3)c(=O)oc12	37*	1.3	-1	44	0.3	1.0	-29	4	-22
33	CCOC(=O)c1sc2ccc(S(=O)(=O)N3CCOCC3)cc2c1N	-11	2.5	2	36	-2.5	0.0	45	3	-1
34	Cc1ccc(C2(C)NC(=O)N(CCOc3ccccc3)C2=O)cc1 (centres undefined)	-3	-0.3	-1	-4	-0.1	0.3	-27	-27	-3
35	Cc1ccc(-c2csc3nc4cc(C(=O)NC5CCC(O)CC5)ccc4c(=O)n23)cc1 (centres undefined)	-26	.	5	10	-0.8	.	-24	27	-6
36	CCCS(=O)(=O)N1CCC(C(=O)NCCCN(C)Cc2ccccc2)CC1	-1	0.0	1	3	0.4	-1.1	2	0	-7
37	C(=C\c1nc(N2CCCCCC2)c2ccccc2n1)/c1ccccc1	-20	0.1	2	25	1.2	0.5	-16	-6	-5
38	CC(C)(CO)N=C1NS(=O)(=O)c2cc([N+](=O)[O-])ccc21	-8	0.7	3	18	1.1	-0.4	-12	-10	-2
39	COc1ccc(CN2CN=C(Nc3nc4ccccc4s3)NC2)cc1	6	0.9	4	24	-0.5	1.0	-9	8	10
40	COc1cc(C2N(c3ccccc3)CCN2c2ccccc2)cc(OC)c1OC	-8	0.1	0	36	-4.1	-1.6	-1	1	-5
41	O=C(CCc1ccc(S(=O)(=O)NC2CCCCC2)cc1)NCc1ccc(Cl)cc1	-7	0.4	3	35	-2.3	1.0	4	19	-14
42	CCOC(=O)Cc1csc(NC(=O)CCC(=O)O)n1	-5	0.8	-2	-7	3.2	0.1	-13	19	-6
43	CCOC(=O)c1c(NS(=O)(=O)c2cccc(OC)c2)sc2c1CCC2	-20	0.3	69*	9	-1.8	-1.3	-10	2	-8
44	C#Cc1cccc(NC(=O)c2ccc(Cl)cc2Cl)c1	-12	-1.0	3	-12	-0.9	-2.3	-9	0	-16
45	Cc1ncc([N+](=O)[O-])n1CCOC(=O)c1cc(Cl)cc(Cl)c1N	5	-0.1	3	-3	-0.8	-0.5	44	5	-27
46	CCCN1C(=O)/C(=C/c2cc(C)n(C)c2C)SC1=Nc1ccc(OCC)cc1	-5	1.0	-10	52	-3.5	0.5	-14	4	-10
47	O=C(O)CCC1(C(=O)O)OCCc2ccccc21 (centres undefined)	-9	1.2	0	24	-1.0	-0.2	16	-9	-11
48	CCCNC(=O)Cn1c(=O)/c(=C\c2ccc(-c3ccc([N+](=O)[O-])cc3)o2)s/c1=C\C(=O)C(C)(C)C	-32	3.1	-73	60	0.2	16	-138	15	-15

Sorted by value in TRPML3 agonist (largest number first): three of the compounds above.
item | compound | p47phox inh | TRPML3 agonist | Runt-SMMHC FRET | CHOP inhibitor | EBV gp42 inh | MDM2 E3 inh
47 | O=C(O)CCC1(C(=O)O)OCCc2ccccc21 (centres undefined) | -9 | 1.2 | 0 | 24 | 16 | -11
39 | COc1ccc(CN2CN=C(Nc3nc4ccccc4s3)NC2)cc1 | 6 | 0.9 | 4 | 24 | -9 | 10
37 | C(=C\c1nc(N2CCCCCC2)c2ccccc2n1)/c1ccccc1 | -20 | 0.1 | 2 | 25 | -16 | -5
